# Source: PubChem BioAssay (Broad Institute)
# T cruzi growth: blocks T. cruzi growth in NIH3T3 culture; T. cruzi beta-gal in NIH3T3, GalScreen luminescence, 90 h; 77,000 tested, 5.9% active; AID 624255; inhibition, % at 8.34 µM;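 active = mean inhibition above about 93%, with at least 55% of replicates each passing it, limit read from the data, passing the limit was not always enough; inconclusive = only one of those two conditions holds; inactive = neither condition holds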
# Pf Dd2 inh: blocks growth of Plasmodium falciparum Dd2 parasites; P. falciparum Dd2 growth, SYBR Green, 72 h; stronger effect = lower value; activity change, % at 10 µM; 94,000 tested, 2.3% active; AID 1159554; in the data active = activity change below about -80%; inconclusive = no clear call, values can overlap the other calls
# KDM4C inh: inhibitors of human demethylase GASC-1 KDM4C | inhibition, % at 12.5 µM | Q9H3R0 | GST-KDM4C 2-372, H3K9me3 peptide, LANCE TR-FRET | 96,000 tested, 0.15% active;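 active = mean replicate inhibition above about 25%, with at least 55% of replicates also reaching it, limit read from the data, passing the limit was not always enough; inconclusive = only one of those two conditions met; inactive = neither condition met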
# Target sequence (Q9H3R0 2-372 limits assumed): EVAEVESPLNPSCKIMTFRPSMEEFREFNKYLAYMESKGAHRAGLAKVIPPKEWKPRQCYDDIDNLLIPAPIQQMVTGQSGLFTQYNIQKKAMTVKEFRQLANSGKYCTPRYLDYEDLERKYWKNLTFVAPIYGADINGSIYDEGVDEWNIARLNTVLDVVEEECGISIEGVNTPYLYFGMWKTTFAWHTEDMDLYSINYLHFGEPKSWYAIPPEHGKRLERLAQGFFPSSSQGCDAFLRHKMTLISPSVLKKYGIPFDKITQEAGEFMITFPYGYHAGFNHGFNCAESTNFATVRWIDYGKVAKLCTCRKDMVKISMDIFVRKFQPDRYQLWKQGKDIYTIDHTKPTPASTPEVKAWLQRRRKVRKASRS
#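 Test system – GST-tagged GASC-1 (JMJD2C) catalytic fragment, aa 2-372 · Medium – HEPES buffer, pH 7.5, plus ascorbate · Reagent – H3K9me3 peptide with Fe(II)/2OG · Compound – one test concentration per compound · Timing – 30 min reaction, 60 min detection, RT · Technique – TR-FRET with Eu antibody and ULight streptavidin, EDTA stop · Read-out basis – inhibition from TR-FRET ratio decrease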
# C diff growth: inhibitors of Clostridium difficile growth; 86,000 tested, 0.25% active; AID 1259249; growth activity, negative = inhibition, % at 16 µg/mL (by protocol); Clostridium difficile clinical isolate growth, OD600, 24 h; stronger effect = lower value;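 active = mean growth activity at or below -80% and every replicate also at or below -80%; inconclusive = mean at or below -80% but some replicate above -80%; inactive = mean growth activity above -80%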;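 also: 0% = DMSO wells and -100% = levofloxacin 16 µg/mL wells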
# Numbers without * were called inactive; ? = inconclusive; / = not tested or not shown; & = joins results of further samples; ! = a repeat was not active.
SMILES,T cruzi growth,Pf Dd2 inh,KDM4C inh,C diff growth
Cc1noc(C)c1S(=O)(=O)N(C)C[C@H]1OCCCC[C@@H](C)Oc2ccc(NS(=O)(=O)c3ccccc3)cc2C(=O)N([C@H](C)CO)C[C@@H]1C,27,-25,-0.3,-4
C[C@H](CO)N1C[C@H](C)[C@@H](CN(C)Cc2ccc(C(=O)O)cc2)Oc2ccc(NS(=O)(=O)c3cn(C)cn3)cc2C1=O,-111,3,-0.3,0
C[C@@H]1CN([C@@H](C)CO)C(=O)c2cccc(NC(=O)Nc3ccc4c(c3)OCO4)c2O[C@H]1CN(C)Cc1ccc(C(=O)Nc2ccccc2N)cc1,115*,-85*,1.9,/
COc1ccc2c3c([nH]c2c1)[C@@H](CO)N(C)CC31CN(S(=O)(=O)c2ccc(C)cc2)C1,/,-52,-2.7,-3
C[C@H]1CN([C@@H](C)CO)S(=O)(=O)c2ccc(C#Cc3ccc(F)cc3)cc2O[C@H]1CN(C)S(=O)(=O)c1cn(C)cn1,104,-73,-0.8,1
O=C(N[C@H]1CC[C@H](CC(=O)N2CCC(Cc3ccccc3)CC2)O[C@@H]1CO)c1cnccn1,/,15,-0.5,-6
CCCNC(=O)N1C[C@@H]2[C@H](c3ccccc31)[C@H](CO)N2Cc1ccc2c(c1)OCO2,-2,-11,1.7,6
C[C@@H]1CN([C@@H](C)CO)C(=O)c2cc(NS(=O)(=O)c3ccc(F)cc3)ccc2O[C@@H]1CN(C)Cc1ccccc1,5,29,3.3,-4
Cc1noc(C)c1NC(=O)N(C)C[C@H]1OCCCC[C@H](C)Oc2ccc(NS(=O)(=O)c3ccc(F)cc3)cc2C(=O)N([C@@H](C)CO)C[C@@H]1C,14,13,1.0,10
COc1cccc(-c2ccc3c(c2)O[C@H](CN(C)C(C)=O)[C@@H](C)CN([C@@H](C)CO)S3(=O)=O)c1,29,-18,0.0,-3
CCC(=O)Nc1ccc2c(c1)C(=O)N(C)C[C@@H](OC)[C@@H](C)CN(C(=O)NC(C)C)[C@@H](C)CO2,-12,8,-0.7,-3
O=C(C[C@@H]1C[C@H]2c3cc(NC(=O)Nc4ccccc4)ccc3O[C@H]2[C@H](CO)O1)NCC1CC1,41,-6,-0.3,-5
CN1C(=O)c2cc(NC(=O)Nc3ccccc3F)ccc2OC[C@H]2O[C@@H](CC(=O)NCc3ccc(-c4ccccc4)cc3)CC[C@@H]21,61,-10,0.9,5
CO[C@H]1CN(C)C(=O)c2ccc(NC(=O)CC(F)(F)F)cc2OC[C@H](C)N(C(=O)C2CCOCC2)C[C@H]1C,/,25,1.1,-3
C[C@@H]1CN([C@H](C)CO)C(=O)c2cc(NC(=O)Cn3cnnn3)ccc2O[C@H]1CN(C)S(=O)(=O)c1ccc(Cl)cc1,38,-10,-0.4,3
O=C(N[C@H]1CC[C@@H](CCNC(=O)C2CC2)O[C@@H]1CO)c1ccccn1,/,/,1.6,1
COCC(=O)N(C[C@@H]1N[C@@H](CO)[C@H]1c1ccc(C2=CCCC2)cc1)C(C)C,-12,-6,0.6,0
O=C(C1CCCC1)N1CC(=O)N2[C@H](CO)[C@H](c3ccc(C#CC4CCCC4)cc3)[C@@H]2C1,/,10,0.4,20
COc1ccc(CNC(=O)C[C@@H]2CC[C@@H](NC(=O)c3ccc4c(c3)OCO4)[C@@H](CO)O2)cc1,13,-5,0.5,-4
CO[C@@H]1CN(C)C(=O)c2ccc(NC(C)=O)cc2OC[C@H](C)N(C(=O)CN2CCOCC2)C[C@@H]1C,-477,30,0.7,1
C[C@@H]1CN([C@H](C)CO)C(=O)c2cccc(NC(=O)c3ccncc3)c2O[C@H]1CN(C)S(=O)(=O)c1cccs1,-122,24,-1.7,-4
CC(C)(O)C#Cc1cccc(-c2nc(C(=O)O)cc3c2[C@H](CCO)N(S(=O)C(C)(C)C)C3)c1 (stereo partly specified),50,/,2.4,1
CO[C@@H](CN(C)S(=O)(=O)c1ccccc1)[C@@H](C)CN(Cc1ccccc1Cl)[C@@H](C)CO,33,-24,-1.5,/
C[C@@H]1CN([C@H](C)CO)C(=O)c2cc(C#C[C@@H](C)O)cnc2O[C@@H]1CN(C)C(=O)CN(C)C,-19,14,1.7,-3

# Sorted by count of non-hydrogen atoms (lowest first): seven of the compounds above
SMILES,T cruzi growth,Pf Dd2 inh,KDM4C inh,C diff growth
COCC(=O)N(C[C@@H]1N[C@@H](CO)[C@H]1c1ccc(C2=CCCC2)cc1)C(C)C,-12,-6,0.6,0
CO[C@@H](CN(C)S(=O)(=O)c1ccccc1)[C@@H](C)CN(Cc1ccccc1Cl)[C@@H](C)CO,33,-24,-1.5,/
C[C@@H]1CN([C@H](C)CO)C(=O)c2cc(C#C[C@@H](C)O)cnc2O[C@@H]1CN(C)C(=O)CN(C)C,-19,14,1.7,-3
CC(C)(O)C#Cc1cccc(-c2nc(C(=O)O)cc3c2[C@H](CCO)N(S(=O)C(C)(C)C)C3)c1 (stereo partly specified),50,/,2.4,1
CO[C@H]1CN(C)C(=O)c2ccc(NC(=O)CC(F)(F)F)cc2OC[C@H](C)N(C(=O)C2CCOCC2)C[C@H]1C,/,25,1.1,-3
C[C@@H]1CN([C@H](C)CO)C(=O)c2cc(NC(=O)Cn3cnnn3)ccc2O[C@H]1CN(C)S(=O)(=O)c1ccc(Cl)cc1,38,-10,-0.4,3
CN1C(=O)c2cc(NC(=O)Nc3ccccc3F)ccc2OC[C@H]2O[C@@H](CC(=O)NCc3ccc(-c4ccccc4)cc3)CC[C@@H]21,61,-10,0.9,5

# (list continues)
SMILES,T cruzi growth,Pf Dd2 inh,KDM4C inh,C diff growth
O=S(=O)(N[C@H]1CC[C@@H](CCn2cc(-c3cccnc3)nn2)O[C@H]1CO)c1ccc(Cl)cc1,-11,-26,0.9,1
COc1ccccc1S(=O)(=O)N[C@@H]1C=C[C@H](CC(=O)N2CCN(C)CC2)O[C@@H]1CO,53,4,2.8,-4
C[C@H]1CN([C@@H](C)CO)C(=O)c2cc(NS(=O)(=O)c3ccccc3)ccc2O[C@@H]1CN(C)Cc1ccc(C(=O)Nc2ccccc2N)cc1,46,-65,0.1,-8
Cc1ccc(S(=O)(=O)N[C@@H]2CC[C@H](CC(=O)NCCN3CCCCC3)O[C@@H]2CO)cc1,-3,13,-0.1,-2
COc1ccc(S(=O)(=O)Nc2ccc3c(c2)C(=O)N([C@H](C)CO)C[C@@H](C)[C@H](CN(C)CC2CCCCC2)O3)cc1,34,12,3.8,1
C[C@@H]1CN([C@H](C)CO)C(=O)c2cc(C3=CCCCC3)cnc2O[C@@H]1CN(C)C(=O)c1ccc2c(c1)OCO2,31,8,-1.4,7
C[C@H](CO)N1C[C@H](C)[C@H](CN(C)S(=O)(=O)c2ccccc2F)Oc2cc(-c3ccncc3)ccc2S1(=O)=O,/,-36,1.1,7
Cc1ccc(S(=O)(=O)Nc2cccc3c2O[C@@H](CN(C)Cc2ccccc2)[C@@H](C)CN([C@H](C)CO)C3=O)cc1,20,-20,14,2
O=C(NCC[C@H]1CC[C@H](NC(=O)C2CCC2)[C@H](CO)O1)Nc1ccc(Cl)cc1,/,9,6.2,3
Cc1ccc(S(=O)(=O)N(C)C[C@H]2Oc3ccc(NC(=O)Nc4cccc5ccccc45)cc3C(=O)N([C@@H](C)CO)C[C@H]2C)cc1,87,2,1.2,/
COc1cccc(CN2[C@H](CO)[C@H](c3ccccc3)C23CN(C(=O)C2CCCCC2)C3)c1,/,9,-1.6,14
Cc1ccc(S(=O)(=O)N(C)C[C@@H]2OCCCC[C@@H](C)Oc3ccc(NC(=O)c4ccccc4)cc3C(=O)N([C@H](C)CO)C[C@@H]2C)cc1,-14,-74,-1.1,/
COc1ccc(S(=O)(=O)N(C)C[C@@H]2Oc3ncc(C#CC(C)(C)O)cc3C(=O)N([C@H](C)CO)C[C@@H]2C)cc1,25,21,1.0,-1
CC=Cc1ccc2n(c1=O)C[C@@H]1[C@@H](CO)[C@H](C(=O)NCCC)N(C(=O)C3CCOCC3)[C@H]21 (mixture of isomers),8,/,-0.2,1
C[C@H]1CN([C@@H](C)CO)C(=O)c2cc(NS(=O)(=O)c3ccccc3)ccc2O[C@@H]1CN(C)S(=O)(=O)c1ccc(Cl)cc1,7,-28,-2.7,/
CCC(=O)Nc1ccc2c(c1)C(=O)N(C)C[C@@H](OC)[C@H](C)CN(CCC(F)(F)F)[C@@H](C)CO2,16,-5,1.1,/
Cc1ccc(S(=O)(=O)Nc2ccc3c(c2)CC(=O)N([C@@H](C)CO)C[C@@H](C)[C@@H](CN(C)S(=O)(=O)c2c(C)noc2C)O3)cc1,6,11,1.6,-2
CCC(=O)N(C)C[C@@H]1Oc2ncc(-c3ccccc3F)cc2C(=O)N([C@@H](C)CO)C[C@H]1C,55,-40,0.2,-5
O=C(C[C@H]1CC[C@H]2[C@@H](COC[C@H](O)CN2Cc2cccc(C(F)(F)F)c2)O1)NCc1ccccc1,24,-13,0.5,/
C[C@H](CO)N1C[C@H](C)[C@H](CN(C)Cc2ccncc2)Oc2c(NS(=O)(=O)c3ccc(Cl)cc3)cccc2C1=O,32,5,1.5,-3
CO[C@H]1CN(C)C(=O)c2ccc(NC(C)=O)cc2OC[C@@H](C)N(Cc2ccc(F)cc2)C[C@@H]1C,53,-26,-0.2,/
C[C@@H]1CN([C@@H](C)CO)C(=O)c2cc(NC(=O)Nc3ccccc3)ccc2O[C@@H](C)CCCCO[C@@H]1CN(C)C(=O)Cc1ccccc1,-21,-76,0.0,/
COc1ccc(S(=O)(=O)Nc2ccc3c(c2)CC(=O)N([C@@H](C)CO)C[C@H](C)[C@@H](CN(C)Cc2ccc(Cl)c(Cl)c2)O3)cc1,54,-11,-0.2,7
CCCC(=O)Nc1ccc2c(c1)C(=O)N(C)[C@@H]1CC[C@@H](CC(=O)Nc3cn(C)nc3C)O[C@H]1CO2,-27,5,9.2,-1
OC[C@H]1[C@@H](c2ccc(-c3ccncc3)cc2)[C@@H]2CN(Cc3ccccn3)CCCCN12,39,5,-1.9,-3
O=C(Nc1ccccc1F)N1C[C@@H]2N[C@H](C1)C2c1ccc(/C=C/c2ccccc2)cc1 (stereo partly specified),/,-60&7,?,-97*!
COCC(=O)Nc1ccc2c(c1)C(=O)N(C)C[C@H](OC)[C@H](C)CN(Cc1cncnc1)[C@H](C)CO2,-339,33,-2.6,-1
COc1ccc(CN(C)C[C@@H]2OCCCC[C@H](C)Oc3ccc(NS(=O)(=O)c4c(C)noc4C)cc3C(=O)N([C@@H](C)CO)C[C@H]2C)cc1,/,-40,-0.2,2
CC(C)CC#Cc1ccc([C@@H]2[C@H]3CN(C(=O)Nc4ccc(F)cc4)CC(=O)N3[C@H]2CO)cc1,/,-48,-1.8,10
C[C@@H]1CN([C@H](C)CO)C(=O)Cc2cc(NS(=O)(=O)c3ccc(F)cc3)ccc2O[C@@H]1CN(C)Cc1ccncc1,57,11,0.0,-1
C[C@@H]1CN([C@@H](C)CO)C(=O)c2cc(NC(=O)CCCCCC(=O)Nc3ccccc3N)ccc2O[C@@H]1CN(C)S(C)(=O)=O,/,0,-0.1,6
C[C@@H]1CN([C@H](C)CO)C(=O)Cc2cc(NC(=O)Nc3cccc4ccccc34)ccc2O[C@@H]1CN(C)Cc1ccc(Cl)c(Cl)c1,?,-10,-3.3,9
O=C(C[C@H]1C=C[C@@H](NC(=O)c2ccccn2)[C@H](CO)O1)NCc1cc(F)cc(F)c1,83,-1,3.7,/
CO[C@H]1CN(C)C(=O)c2cc(NC(=O)Nc3cc(Cl)cc(Cl)c3)ccc2OC[C@H](C)NC[C@H]1C,45,/,-2.6,/
C[C@H]1CN([C@@H](C)CO)C(=O)c2c(c3ccccc3n2C)-c2ccccc2CO[C@@H]1CN(C)C,41,-31,0.5,-4
O=S(=O)(c1ccccc1)N1C[C@@H]2N[C@H](C1)C2c1ccc(/C=C/c2ccccc2)cc1 (stereo partly specified),/,-37&-67,-1.9&3.7,-96*!
O=C(C[C@@H]1CC[C@@H]2[C@H](COC[C@@H](O)CN2C(=O)Nc2cccc(F)c2)O1)NCCCN1CCOCC1,-27,0,1.3,/
COCCNC(=O)C[C@@H]1CC[C@H]2[C@@H](COc3ccc(NC(=O)Cc4ccccc4)cc3C(=O)N2C)O1,-60,16,-5.4,-8
Cc1ccc(S(=O)(=O)N(C)C[C@H]2Oc3ccc(NC(=O)Nc4c(C)noc4C)cc3C(=O)N([C@H](C)CO)C[C@H]2C)cc1,19,1,0.1,-5
C[C@@H]1CN([C@@H](C)CO)S(=O)(=O)c2ccc(Br)cc2O[C@@H]1CN(C)S(=O)(=O)c1cn(C)cn1,-75,23,-1.5,5
Cc1ccc(-c2ccc3c(c2)O[C@H](CN(C)C(=O)C2CC2)[C@H](C)CN([C@H](C)CO)S3(=O)=O)cc1,101,6,-0.4,/
CCC(=O)N1[C@H](CN(CC)C(C)=O)[C@@H](c2ccc(-c3cccnc3)cc2)[C@@H]1CO,74,10,0.6,5
